MT1-MMP txn act: activates MT1-MMP transcription | AID 750 | HT1080 MT1-MMP promoter luciferase reporter, luminescence, overnight; hits give high values | activation factor at 10 µM | actives 0.16% (n = 86,000);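 active = activation factor of at least 2 for MT1-MMP transcription at 10 µM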
sEH inh: soluble epoxide hydrolase (human) inhibition; recombinant human sEH enzymatic activity assay; inhibition, % at 2 µM; actives 0.34% (n = 91,000); AID 707; in the data active = inhibition above about 80%; note: values of inactives mirror those of a sister screen read the other way; many of its hits are not listed in these tables
Target sequence (P34913 whole entry, looked up): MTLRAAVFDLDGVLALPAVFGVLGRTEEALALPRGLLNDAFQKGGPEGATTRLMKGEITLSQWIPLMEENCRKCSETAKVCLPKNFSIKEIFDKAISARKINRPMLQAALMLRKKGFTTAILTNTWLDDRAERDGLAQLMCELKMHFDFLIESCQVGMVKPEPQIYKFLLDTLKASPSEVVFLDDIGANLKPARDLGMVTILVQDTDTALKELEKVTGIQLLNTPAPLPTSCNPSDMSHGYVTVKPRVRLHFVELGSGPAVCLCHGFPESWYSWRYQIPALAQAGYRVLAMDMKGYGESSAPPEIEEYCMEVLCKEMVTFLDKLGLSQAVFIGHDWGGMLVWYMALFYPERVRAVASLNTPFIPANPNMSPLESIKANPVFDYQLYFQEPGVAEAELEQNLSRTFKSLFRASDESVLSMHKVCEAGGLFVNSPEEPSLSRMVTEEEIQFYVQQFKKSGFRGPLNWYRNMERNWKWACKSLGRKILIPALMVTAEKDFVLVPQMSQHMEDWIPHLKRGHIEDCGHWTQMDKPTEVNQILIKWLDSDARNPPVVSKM
sEH activator: soluble epoxide hydrolase (human) activation | AID 717 | actives 0.04% (n = 91,000) | purified human sEH enzymatic activity, activator screen | activation, % at 2 µM; in the data active = activation above about 37%; note: values of inactives mirror those of a sister screen read the other way
Smad3 FoxH1 inh: Smad3 (human) transcription factor binding inhibition. actives 0.29% (n = 88,000). TR-FRET Smad3/Dy647-FoxH1 peptide binding, europium anti-His. P84022. inhibition, % at 25 µM;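 active = compounds that reduce the energy-transfer binding signal between the protein and its labelled peptide by more than half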;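 note: 0% = Smad3 plus labelled peptide maximal FRET and 100% = peptide-only background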
ERb coact inh: blocks coactivator binding to human estrogen receptor beta; Q92731; inhibition, % at 25.6 µM; TR-FRET ER-beta LBD / SRC1-Cy5 peptide binding; receptor agonist-loaded with 1 µM estradiol; AID 633; actives 1.3% (n = 86,000);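 active = compounds whose percent inhibition of the receptor-coactivator binding signal exceeds about 50% in the single-dose screen, limit read from the data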;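 note: 0% = receptor plus peptide wells without compound and 100% = peptide-only wells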
Target sequence (Q92731 whole entry, looked up, the tested form may be a part): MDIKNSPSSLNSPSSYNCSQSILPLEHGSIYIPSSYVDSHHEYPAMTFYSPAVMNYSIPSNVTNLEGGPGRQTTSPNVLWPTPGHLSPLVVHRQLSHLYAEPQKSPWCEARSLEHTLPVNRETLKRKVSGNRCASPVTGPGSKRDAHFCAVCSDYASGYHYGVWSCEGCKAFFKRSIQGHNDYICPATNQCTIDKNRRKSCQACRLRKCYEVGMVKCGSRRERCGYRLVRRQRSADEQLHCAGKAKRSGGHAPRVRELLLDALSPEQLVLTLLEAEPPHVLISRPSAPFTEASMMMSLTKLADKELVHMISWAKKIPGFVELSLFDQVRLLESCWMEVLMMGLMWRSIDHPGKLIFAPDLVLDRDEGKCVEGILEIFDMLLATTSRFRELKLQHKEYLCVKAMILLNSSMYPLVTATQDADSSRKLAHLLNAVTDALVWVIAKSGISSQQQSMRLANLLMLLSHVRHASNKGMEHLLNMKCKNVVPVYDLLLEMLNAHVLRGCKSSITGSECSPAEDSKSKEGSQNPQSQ
Mac1 fbg inh: inhibitors of human CD11b/CD18 binding to fibrinogen; P05107+P11215; K562 CD11b/CD18 adhesion to fibrinogen, ATPlite luminescence; Mn2+ added to activate the integrin; inhibition, % at 10 µM; actives 0.54% (n = 93,000);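 active = primary inhibition of 50% or more at 10 µM, then 40% or more on retest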; note: some results filed as inactive read as strong as hits
Mac1 fbg enh: CD11b/CD18-fibrinogen binding enhancement. P05107+P11215. K562 CD11b/CD18 adhesion to fibrinogen, ATPlite luminescence. activation, % at 10 µM. actives 0.07% (n = 93,000). AID 1499;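 active = 10 µM primary screen giving 50% or more activity, confirmed by 40% or more on retest at that dose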; note: strong numbers were not always called active; reference of the scale not given here
Calb biofilm kill: kills Candida albicans biofilms | inhibition, % at 6 µM | actives 0.14% (n = 85,000) | C. albicans biofilm + clotrimazole, Alamar Blue;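 active = inhibition above 20%; inactive = inhibition below 20%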;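 note: preformed 24 hr biofilms exposed to compound for 48 hr; 0% = biofilm without compound and 100% = blank killed by clotrimazole plus chlorhexidine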
ERa coact pot: enhances coactivator binding to human estrogen receptor alpha | P03372 | TR-FRET ERalpha-LBD/SRC-Cy5 coactivator binding, 2 h; 100 = basal binding, no effect | coactivator binding (% of control), % at 25.6 µM | actives 1.3% (n = 86,000) | AID 639; in the data active = activity above about 200%;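 note: binding measured in presence of low estradiol as agonist stimulus; 0% = peptide alone without receptor and 100% = receptor with peptide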
* hit, by the source's call; · = no result given; [ ] = remark or other dose.

SMILES	MT1-MMP txn act	sEH inh	sEH activator	Smad3 FoxH1 inh	ERb coact inh	Mac1 fbg inh	Mac1 fbg enh	Calb biofilm kill	ERa coact pot
CCOC(=O)N1CCN(C(=O)c2ccc3c(c2)NC(=O)C(N2CCOCC2)S3)CC1 (stereo unspecified)	1.2	-4.0	5.3	27.7[fluorescence artefact?]	-4.9	6.0	-3.3	2.0	113.0
COCCN(C(=O)COc1ccccc1)c1nnc(-c2cccnc2)s1	1	-4.0	4.6	-1.1	4.7[fluorescence artefact?]	-0.5	3.2	3.3	168.9[fluorescence artefact?]
CCn1nc(C(=O)Nc2ccc(S(=O)(=O)Nc3nccs3)cc2)c2ccccc2c1=O	1.1	-11.2	12.6	5.0	20.1	-12.0	2.2	3.4	126.9[fluorescence artefact?]
Nn1c(SCC(=O)N2CCCCC2)nnc1-c1ccncc1	1	1.9	3.6	7.9	1.7	-15.2	-1.5	5.0	109.0
Cc1ccc2c(c1)c1ncn(CCC3=CCCCC3)c(=O)c1n2C	1.3	14.1	-16.6	1.7	0.0[fluorescence artefact?]	-12.9	-5.4	7.0	103.9
O=C(Nc1nnc(SCc2c(Cl)cccc2Cl)s1)C1CCCO1 (stereo unspecified)	1.2	·	·	-2.4	-2.0	·	·	2.8	84.1
O=C1NCCCC2c3cc(O)c4ccccc4c3OC12N1CCCCC1 (stereo unspecified)	1	6.6	-6.4	29.0	54.5*	-10.3	-2.2	6.2	37.1
COc1ccc(OC)c(-c2cc(C(=O)Nc3c(C)nn(Cc4ccccc4C)c3C)no2)c1	0.9	-7.5	7.8	3.8	0.9	1.4	1.1	8.1	98.0
O=C(Nc1nc2ccccc2s1)C1CC(=O)N(c2ccc(Br)cc2)C1 (stereo unspecified)	1.1	-6.8	4.8	4.4	-2.7	25.9	-1.8	1.1	90.2
COc1ccccc1NC(=O)N(Cc1ccco1)Cc1cc2ccc(C)c(C)c2[nH]c1=O	0.5	7.4	-7.3	4.4	2.7	15.5	0.4	5.6	93.3
O=c1ccc2cc(O)c(O)cc2o1	1.1	·	·	-4.9	8.1	·	·	11.8	105.1
CC(C)(C)NC(=O)Cn1nnc(-c2ccccc2NC(=O)c2cnccn2)n1	1.2	0.8	2.0	-9.4	-16.4[fluorescence artefact?]	·	·	3.1	110.1

A different layout for three compounds above.
| mol | MT1-MMP txn act | sEH inh | sEH activator | Smad3 FoxH1 inh | ERb coact inh | Mac1 fbg inh | Mac1 fbg enh | Calb biofilm kill | ERa coact pot |
| --- | --- | --- | --- | --- | --- | --- | --- | --- | --- |
| O=c1ccc2cc(O)c(O)cc2o1 | 1.1 | · | · | -4.9 | 8.1 | · | · | 11.8 | 105.1 |
| CC(C)(C)NC(=O)Cn1nnc(-c2ccccc2NC(=O)c2cnccn2)n1 | 1.2 | 0.8 | 2.0 | -9.4 | -16.4[fluorescence artefact?] | · | · | 3.1 | 110.1 |
| COc1ccc(OC)c(-c2cc(C(=O)Nc3c(C)nn(Cc4ccccc4C)c3C)no2)c1 | 0.9 | -7.5 | 7.8 | 3.8 | 0.9 | 1.4 | 1.1 | 8.1 | 98.0 |

Next entries follow.
SMILES	MT1-MMP txn act	sEH inh	sEH activator	Smad3 FoxH1 inh	ERb coact inh	Mac1 fbg inh	Mac1 fbg enh	Calb biofilm kill	ERa coact pot
N#Cc1ccc(-n2nccc2-c2cnc3n(c2=O)CCS3)cc1	1.3	-4.9	3.1	8.8	-6.7	6.1	-5.1	-2.0	111.9
Cc1cc(C)c(NC(=O)/C(=C/c2ccco2)c2ccccc2)c(C)c1	·	-8.5	11.5	·	·	-6.8	4.9	·	·
C=CCn1c(NCc2ccc(N(C)C)cc2)nc2ccccc21	·	-8.1	8.5	13.8	-18.5[fluorescence artefact?]	15.5	-1.0	9.7	101.8
OC(CN1CCCCC1)CN(c1ccccc1)c1ccccc1 (stereo unspecified)	1.2	-15.7	15.8	-1.3	-9.3	11.2	-4.3	-4.2	102.4
O=C(O)Cc1ccc(C(=O)c2ccc(Cl)cc2)s1	1	-6.1	4.0	5.5	1.3	3.4	-0.7	0.6	104.1
COc1ccc(-c2cn3cccnc3n2)cc1NC(=O)C1CC1	1.1	-12.0	11.1	·	·	3.7	1.1	·	·
CN(C)c1nc2c(c(N)nn2-c2ccc(Cl)cc2)c(=O)o1	·	7.4	-6.5	·	·	0.5	1.9	·	·
O=C(c1ccco1)N1CCN(C(=O)c2cnn3c2NC(c2cccs2)CC3C(F)(F)F)CC1 (stereo unspecified)	1.2	1.3	-6.5	1.5	-0.2	-1.6	4.4	4.3	126.9
O=C(CC12CC3CC(CC(C3)C1)C2)Nc1ccc2c(c1)COC2=O	1	63.5	-63.0	-5.4	-6.2	-6.6	-2.6	2.5	92.9[fluorescence artefact?]
COc1nn(CC(=O)N2N=C(C(F)F)CC2(O)C(F)F)cc1[N+](=O)[O-] (stereo unspecified)	1.3	-2.0	4.7	1.5	1.8	·	·	5.0	109.2
Cc1csc(SCC(=O)c2c(N)n(CC(C)C)c(=O)n(C)c2=O)n1	1.1	-23.5	21.4	0.8	-2.4	6.1	-2.3	4.3	108.6
COc1ccc(/C=N/NC(=O)c2ccn[nH]2)cc1COc1ccc(Cl)cc1Cl	·	-15.3	13.1	·	·	-16.0	95.1	·	·
C=CCNc1sc(C(=O)C2CC2)c(N)c1C#N	1.1	·	·	-10.9[fluorescence artefact?]	0.5	-8.0	-1.6	-0.7	107.3[fluorescence artefact?]
c1cncc(-c2nc(NCC3COc4ccccc4O3)c3ccccc3n2)c1 (stereo unspecified)	1.1	3.8	-5.6	-5.9	-2.4	-22.5	-3.4	2.0	90.2
Cc1cc(NC(=O)c2cccc(COc3ccc(Br)cc3)c2)no1	0.6	10.8	-11.6	9.9	11.5	2.9	13.2	3.8	115.1
Cc1cc(N2CCN(c3nnnn3-c3ccccc3)CC2)n2ncnc2n1	1	·	·	2.4	-10.6	-5.9	-3.7	0.6	91.9
c1ccc(-c2noc(C3CCCCC3)n2)nc1	1.1	0.7	0.6	6.9	-0.9	-14.4	4.4	6.5	101.3
Cc1cc(C)n(-c2nc3c(c(=O)n(C)c(=O)n3C)n2CC(O)COc2ccccc2C)n1 (stereo unspecified)	1.1	-2.9	2.9	1.9	-0.2	·	·	4.1	93.2
O=C(O)c1cccc(S(=O)(=O)Nc2ccc3c(c2)OCO3)c1	1.3	·	·	3.8[fluorescence artefact?]	43.7	5.3	-0.3	7.1	61.3[fluorescence artefact?]
O=S(=O)(c1ccccc1)c1cccc(S(=O)(=O)N2CCCCC2)c1	1.2	·	·	7.4	0.7	45.4	-2.0	7.3	92.9
COC(=O)c1cc(Br)c(=O)n(Cc2ccc(C(=O)O)cc2)c1	1	-8.2	9.9	2.3	2.9	-6.1	6.2	-6.4	90.6
CC(O)c1n(C)c(Cl)c[n+]1C (stereo unspecified)	1.2	-1.5	2.9	2.4	0.5	-1.6	-5.1	4.6	124.3
COCc1cc(C)nc2sc(C(=O)N3CCN(c4ccccc4)CC3)c(N)c12	1.1	2.5	-3.4	-0.3	-0.3[fluorescence artefact?]	0.6	-0.2	-2.9	111.5
COc1cccc(CNn2cnnc2)c1OCc1ccc(F)cc1	1.1	4.9	-5.9	1.3	4.9[fluorescence artefact?]	-8.4	-4.6	11.1	94.0
O=C1CN(C(=O)CCCc2c[nH]c3ccccc23)c2ccccc2N1	1.8	8.7	-6.8	2.1	10.5	9.3	-0.4	7.1	104.9
CC1CCN(C(=O)CN(c2ccc3c(c2)OCO3)S(C)(=O)=O)CC1	1.2	13.4	-10.0	-5.8	-13.9	-0.3	-1.5	5.5	101.2
CSC(=NNC(=O)c1ccccc1O)SC	·	-13.1	12.8	·	·	-30.5	-1.0	·	·
Cc1ccc(CS(=O)(=O)CCC(=O)NCc2ccc3c(c2)OCO3)cc1	1.1	-17.1	16.7	8.8	3.5	·	·	-1.7	79.5
CCc1cc2c(N3CCN(c4nnc(CC)s4)CC3)ncnc2s1	1	-1.9	-0.1	-4.2	-12.8	31.6	-4.8	8.0	119.3[fluorescence artefact?]
Cc1ccccc1Nc1nc(N)nc(CSc2nc3ccccc3c(=O)n2CCCO)n1	0.8	·	·	9.6	8.6	-5.0	-0.6	11.6	79.1
Cc1ccc2cc(CN(Cc3ccco3)S(=O)(=O)c3c(C)ccc4nsnc34)c(=O)[nH]c2c1	1.1	-9.4	9.2	1.5	7.3	-4.2	2.4	5.2	120.5
Cc1cccc(CC(=O)Nc2cc(C)c3c(=O)oc4ccccc4c3n2)c1	·	3.5	-1.3	12.6[fluorescence artefact?]	17.4	38.5	-5.2	10.8	152.6[fluorescence artefact?]
CCCn1c(SCC(=O)Nc2nc3c(s2)CCCC3)nc2c1c(=O)n(C)c(=O)n2C	1.3	40.0	-40.0	-3.3	-4.8	3.6	-4.8	7.6	101.7
c1ccc(CNc2nnnn2-c2ccccc2)cc1	1.2	6.1	-1.3	-9.8	7.2	·	·	0.1	92.3
COC(=O)[C@H](CC(C)C)NC(=O)N1CCN(c2cccc(C(F)(F)F)c2)CC1	1	-15.9	11.9	0.8	-17.8	-1.9	3.0	3.1	105.1
N#Cc1nc(-c2cccs2)oc1NCc1ccc2c(c1)OCO2	1.2	-4.7	7.9	7.4	-0.4[fluorescence artefact?]	-10.3	-2.9	6.0	97.2
COc1ccccc1N1CCN(S(=O)(=O)c2c(C)ccc3nsnc23)CC1	1.1	7.9	-7.8	8.4[fluorescence artefact?]	1.6	-1.3	0.5	4.1	101.1
O=C(O)C1CCCCC1C(=O)Nc1ccc(Cl)cc1Cl (stereo unspecified)	1.2	2.3	-4.7	2.2	-8.9[fluorescence artefact?]	-0.6	6.0	9.4	124.6
O=C(CN1CCN(c2nc(-c3ccccc3)cs2)CC1)NNC(=O)c1ccc(Br)cc1	·	8.5	-10.3	·	·	-22.0	-2.3	·	·
O=C(Nc1nnc(N2CCCCCC2)s1)c1cc(-c2ccc(Br)cc2)on1	1	-3.2	3.2	-0.7[fluorescence artefact?]	2.9	11.1	14.6	5.1	144.2
CCOC(=O)C1CCCN(C(=O)Cc2c(C(=O)O)[nH]c3ccccc23)C1 (stereo unspecified)	1.1	·	·	1.7	6.1	6.9	-3.9	6.8	110.1
CCCOc1nc2c(c(=O)n(C)c(=O)n2C)n1CC	1.1	·	·	-2.5	-3.6	9.6	-1.2	0.6	113.6
Cc1cc(C)cc(NC(=O)CSc2nnc(Cn3c(=O)sc4ccccc43)n2C)c1	1.1	·	·	13.0[fluorescence artefact?]	-0.4	·	·	5.8	115.6
Cc1cccc(OCC(=O)Nc2cc(C)on2)c1	1.3	3.1	-0.4	4.5	1.8	·	·	6.8	91.8
O=C1C2CC=CCC2C(=O)N1CC1CCCO1 (stereo unspecified)	1	8.1	-3.4	-5.6	-21.4	-1.3	-2.8	3.1	117.3
CC(=O)N(C)/C=C1\Sc2ccccc2C1=O	1.1	7.3	-4.7	-27.7	-4.9	-5.7	-1.8	5.7	90.5
CC(C)C(=O)Nc1cccc(-c2cnc3ccccc3n2)c1	·	-2.5	3.9	3.2	-10.4	-6.4	-0.3	10.6	113.4
c1ccc2c(c1)nc(N1CCOCC1)c1nncn12	1	-9.9	6.9	10.5	-3.6	-14.9	2.5	6.2	103.7
Cc1ccc(C)c(OCCn2cc(/C=C(\C#N)C(=O)NCc3cccs3)c3ccccc32)c1	·	-8.3	5.1	·	·	-9.9	-4.5	·	·
Cc1ccccc1COc1ccc(/C(O)=C2/C(=O)C(=O)N(CCCn3ccnc3)C2c2ccco2)cc1 (stereo unspecified)	1.2	·	·	6.9	10.0	-5.9	-0.8	2.6	76.0
Cc1ccc(S(=O)(=O)NC2=NCCC2)cc1	1.1	10.4	-11.6	2.7	-0.7[fluorescence artefact?]	-5.7	-2.9	2.7	125.5
CCCn1c(-c2cccs2)nc2nc3ccccc3nc21	1.1	-7.7	6.5	19.2	5.6	2.1	4.0	4.6	97.7[fluorescence artefact?]
O=C(CN1C(=O)COc2ccccc21)NCCC1=CCCCC1	1.2	·	·	12.4	-1.0	-4.6	-3.4	4.6	114.9

Some of the compounds tested (hit frequency here may not be typical).
